# High-throughput results deposited in PubChem by National Center for Advancing Translational Sciences (NCATS).
# TRHR PAM = qHTS for Small Molecule Agonists and Allosteric Enhancers of Human TRH Receptor: Primary Screen for Enhancers | Thyrotropin-releasing hormone receptor (Homo sapiens), P34981 | TRHR cells, fluo-8 calcium fluorescence, EC20 TRH enhancement | enhancement, % at 2 µM | 360,000 compounds, 0.66% hits; in the data active means enhancement above about 30%; further: 0% is about no effect
#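 Enhancer read-out: after compound pinning and an initial kinetic agonist-mode read, an EC20 of TRH (10 nM final) was injected and fluo-8 calcium signal (Ex 480/Em 530) followed at 1 s/cycle for 100 cycles in TRHR-expressing cells.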
# mIDH1 inhibitor = qHTS for Inhibitors of mutant isocitrate dehydrogenase 1 (IDH1): qHTS; Isocitrate dehydrogenase [NADP] cytoplasmic (Homo sapiens), O75874; Potency, µM (doses to about 76.6 µM), inactives show top-dose activity change, negative = inhibition, actives largely listed as inhibitors; IDH1-R132H enzyme, NADPH consumption, diaphorase/resazurin fluorescence; AID 602179, 2012; 390,000 compounds, 0.093% hits; further: potency means the concentration at half of the fitted maximal effect; on the % scale 0 is the no-effect control and ±100 the full control effect; nearly all actives have a fitted effect of over 65% in size
# Target sequence (O75874 whole entry R132H, stated change not applied): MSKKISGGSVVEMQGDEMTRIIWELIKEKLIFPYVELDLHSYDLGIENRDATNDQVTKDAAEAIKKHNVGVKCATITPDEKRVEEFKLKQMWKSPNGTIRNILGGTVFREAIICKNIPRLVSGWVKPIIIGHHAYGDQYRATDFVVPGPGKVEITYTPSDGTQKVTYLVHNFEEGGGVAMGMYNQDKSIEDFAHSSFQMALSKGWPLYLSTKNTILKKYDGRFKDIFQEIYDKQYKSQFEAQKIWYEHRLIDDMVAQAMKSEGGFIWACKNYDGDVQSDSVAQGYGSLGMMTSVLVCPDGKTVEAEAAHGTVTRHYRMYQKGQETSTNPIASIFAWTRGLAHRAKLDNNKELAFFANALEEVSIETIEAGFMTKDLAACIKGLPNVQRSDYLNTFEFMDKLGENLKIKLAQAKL
#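 IDH1-R132H (0.5 ug/mL) preincubated 30 min with compound, then NADPH (0.016 mM) and alpha-KG (2 mM) added; 80 min at RT, pH 7.5. Remaining NADPH coupled via diaphorase/resazurin to fluorescence (540/590 nm); concentration-response curves normalized to no-enzyme control.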
# D2 ag = HTS Assay for Allosteric Agonists of the Human D2 Dopamine Receptor: Primary Screen for Agonists; 340,000 compounds, 0.53% hits; activation, % at 2 µM; D(2) dopamine receptor (Homo sapiens), P14416; AID 485358, 2010; HEK293 T-REx D2 cells, calcium flux agonist mode;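 active means activation over 3 SD above normal in the single-dose calcium agonist read, cut at about 30% in these data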; further: 0% is about no effect
# Target sequence (P14416 whole entry, looked up): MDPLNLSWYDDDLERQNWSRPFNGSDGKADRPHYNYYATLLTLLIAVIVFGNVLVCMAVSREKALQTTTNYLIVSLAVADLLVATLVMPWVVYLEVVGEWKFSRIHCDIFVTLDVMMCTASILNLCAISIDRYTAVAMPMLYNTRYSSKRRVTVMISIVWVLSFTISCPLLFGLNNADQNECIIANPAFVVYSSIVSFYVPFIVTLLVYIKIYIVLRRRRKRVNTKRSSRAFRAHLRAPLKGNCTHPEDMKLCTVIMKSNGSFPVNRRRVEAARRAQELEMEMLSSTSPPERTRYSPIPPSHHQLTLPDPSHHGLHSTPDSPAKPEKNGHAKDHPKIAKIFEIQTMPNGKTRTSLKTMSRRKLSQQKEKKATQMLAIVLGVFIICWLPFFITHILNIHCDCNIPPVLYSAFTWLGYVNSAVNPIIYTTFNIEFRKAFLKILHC
#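 HEK293 Trex D2 cells, tetracycline-induced, o/n 30 C 5% CO2; no-wash Ca dye, RT 30–90 min; 10-cycle baseline, 23 nl cpd added, kinetic Ca read 180 s; agonist hits = positive Ca response.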
# D2 antagonist = HTS Assay for Allosteric Antagonists of the Human D2 Dopamine Receptor: Primary Screen for Antagonists; D(2) dopamine receptor (Homo sapiens), P14416; HEK293 TREx D2 cells, calcium flux, dopamine EC80; inhibition, % at 10 µM; 340,000 compounds, 2% hits; AID 485344, 2010; in the data active means inhibition above about 30%; further: 0% is about no effect
#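 Calcium flux kinetic readout in an inducible HEK293 TREx D2 line plated overnight at 30 C. After 180 s compound exposure, an EC80 dopamine challenge follows with another 180 s kinetic read to detect antagonism.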
# PI4K2A inh = qHTS for small molecular inhibitors of PI4K2A. Phosphatidylinositol 4-kinase type 2-alpha (Homo sapiens), Q9BTU6. purified PI4K2A, ADP-Glo luminescence, 1 h; active compounds read low. activity change, negative = inhibition, % at 76.9 µM. 420,000 compounds, 0.13% hits. AID 1346378, 2018; in the data active means activity change below about -50%; inconclusive means mostly about -30% to -49%;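 further: -100% = wells without enzyme as full effect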
#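 ADP-Glo luminescence measured ADP generated by PI4K2A enzyme (4 ug/mL before mixing) with 1.2 mM PI substrate (pre-mix) and 300 microM ATP (pre-mix). Tris pH7.5 buffer with MgCl2, Triton X-100; 1 h reaction at ambient temperature.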
# TrxR1 inh = qHTS Assay for Inhibitors of Mammalian Selenoprotein Thioredoxin Reductase 1 (TrxR1): qHTS; Thioredoxin reductase 1, cytoplasmic (Rattus norvegicus), O89049; recombinant rTrxR1, NADPH fluorescence consumption, selenite substrate; Potency, µM (titrated, usually from 114 µM), for the others: top-dose activity change, negative = inhibition, hits mostly inhibitors; 390,000 compounds, 1% hits; further: potency means the concentration at half of the fitted maximal effect; on the % scale 0 is the no-effect control and ±100 the full control effect; nearly all actives have a fitted effect of over 65% in size
#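 Rat TrxR1 (90 nM in the dispensed reagent) was pre-reduced with 400 uM NADPH for 5 min at room temperature, then incubated with compound for 15 min. After 400 uM selenite was added, NADPH fluorescence (Ex 340/Em 450 nm) was followed for 8 min.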
# TrxR1 substrate = qHTS Assay for Substrates of Mammalian Selenoprotein Thioredoxin Reductase 1 (TrxR1): qHTS. purified TrxR1 substrate turnover, NADPH consumption readout. 390,000 compounds, 0.01% hits. Thioredoxin reductase 1, cytoplasmic (Rattus norvegicus), O89049. Potency, µM (titrated, usually from 114 µM), for inactives: top-dose activity change, negative = substrate turnover; further: potency means the concentration at half of the fitted maximal effect; on the % scale 0 is the no-effect control and ±100 the full control effect; nearly all actives have a fitted effect of over 50% in size
#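 Rat TrxR1, dispensed at 90 nM, was prereduced with 400 uM NADPH (final) for 5 min at ~22 deg C, then incubated with compound 15 min before 400 uM selenite. A first-read NADPH fluorescence drop versus no-compound background flagged substrates.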
# USP1 inh = Inhibitors of USP1/UAF1: Primary Screen | recombinant USP1/UAF1, Ub-Rhodamine cleavage fluorescence | Potency, µM (doses to about 57.1 µM), inactives show at the highest dose activity change, negative = inhibition, actives largely listed as inhibitors | AID 743255, 2014 | 390,000 compounds, 0.23% hits; further: potency means the concentration at half of the fitted maximal effect; on the % scale 0 is the no-effect control and ±100 the full control effect; nearly all actives have a fitted effect of over 60% in size; inactives centre near -12
#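 USP1/UAF1 complex (1 nM) preincubated 15 min at room temperature with compound, then Ub-Rho substrate (150 nM final) added. Kinetic fluorescence at 480/540 nm over 6 reads at 60 s intervals; 50 mM HEPES pH 7.8, 0.5 mM EDTA, 0.1 mg/ml BSA, 1 mM TCEP, 0.01% Tween-20.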
# TRHR ag = qHTS for Small Molecule Agonists and Allosteric Enhancers of Human TRH Receptor: Primary Screen for Agonists; Thyrotropin-releasing hormone receptor (Homo sapiens), P34981; TRHR cells, calcium flux fluo-8, FDSS agonist mode; activation, % at 2 µM; 360,000 compounds, 0.18% hits; AID 493084, 2011; in the data active means activation above about 30%; further: 0% is about no effect
#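 Read-out: compound-evoked intracellular calcium rise in TRHR cells, fluo-8 dye, kinetic FDSS fluorescence at 1 s/cycle following a 10-cycle baseline. Cells cultured overnight before dye loading (30 min–1.5 h, RT).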
# An asterisk follows results filed as active; ? = inconclusive; · = no result given; [ ] = another dose, or the depositor's remark. Unless noted, the call rests on the fitted dose curve; in most records, active means well fitted inhibition curve with a large enough effect; inconclusive means small, poorly fitted or top-dose-only effect; inactive means no such curve, though single readings can be large or run the other way. Rows are unselected; any-hit rate near 3.9%.
item	smiles	TRHR PAM	mIDH1 inhibitor	D2 ag	D2 antagonist	PI4K2A inh	TrxR1 inh	TrxR1 substrate	USP1 inh	TRHR ag
1	COCCCNC(=O)c1ccc(Cn2c(=O)c3ccccc3n(Cc3c(C)cc(C)cc3C)c2=O)cc1	18	18%	0.2	·	-2	14%	6%	-6%	0.4
2	c1coc(CNCC2OCCc3ccccc32)c1 (configuration not stated)	6	0%	-0.8	-5	2	-4%	10%	-4%	1.0
3	COc1ccc(NC(=S)Nc2ccccc2C(F)(F)F)cc1	12	-4%	1.4	-21	3	?	6%	-19%	0.4
4	c1ccc2nc(N3CCCC3)c(N3CCCC3)nc2c1	12	11%	·	·	-2	-2%	4%	-6%	-0.9
5	CC(=O)Nc1ccc(NC(=O)CCCn2nc(C)c3sc4ccccc4c3c2=O)cc1	1	13%	0.6	·	-3	24%	8%	11%	0.9
6	O=C(c1cnc(-c2ccc(Cl)cc2)s1)c1ccc(Cl)cc1Cl	13	-5%	1.1	1	3	7%	-1%	3%	0.7
7	COc1ccc(/C=C2\SC(=O)N(CCNC(=O)Cn3cnnn3)C2=O)cc1	3	0%	0.1	-8	-4	-5%	-15%	1%	0.5
8	Cc1ccc(S(=O)(=O)N2[C@@H](c3ccc(Br)cc3)C(C(=O)O)=CC[C@H]2c2ccc(C(C)C)cc2)cc1	·	-20%	·	·	-2	5%	-6%	-9%	·
9	COc1cc(C=Nc2cccc([N+](=O)[O-])c2C)ccc1OC(C)=O	-2	7%	0.6	-1	2	14%[0.457 µM]	-3%	2%	-0.2
10	Cc1ccc(-c2nc(CN(C)C3CCOCC3)c(C)o2)s1	12	9%	1.6	-1	2	-7%	15%	1%	0.0
11	Cc1oc(-c2ccccc2F)nc1CS(=O)CC(=O)NCc1ccc2c(c1)OCO2 (configuration not stated)	-7	11%	-0.7	19	-4	?	-3%[57.1 µM]	-23%	-0.9
12	N#Cc1ccccc1COC(=O)c1cccc(S(=O)(=O)N2CCCC2)c1	·	1%	·	·	2	17%	0%	-30%	·
13	CCC(NC(=O)Nc1cc(C)on1)(C(F)(F)F)C(F)(F)F	1	6%	-1.0	2	-3	6%	4%	-13%	0.5
14	CCOCCCNC(=O)c1cc(Sc2ccc(C)cc2)nc2ccccc12	-17	4%	0.2	-15	-2	-14%[57.1 µM]	-6%[57.1 µM]	2%	0.5
15	C=CC[C@H](CC(=O)N(CCO)Cc1ccccc1)C(=O)N[C@H](COC(=O)[C@H](CC=C)CC(=O)OC(C)(C)C)Cc1ccccc1	·	10%	·	·	-1	-4%	-14%	?	·
16	O=C(NCc1ccco1)c1cc2c(s1)CSC2	4	3%	-0.1	2	-25	7.9µM*	13%	-18%	0.2
17	O=C(NCCc1nnc2ccc(N3CCCCCC3)nn12)c1ccccc1F	·	4%	·	·	0	6%	6%	0%	·
18	COc1ccc2c(Sc3ccccc3)c(C(=O)NCCN(C)C)[nH]c2c1	-3	0%	-1.7	·	-4	?	-9%	-3%	-0.7
19	CCOC(=O)N/N=C/c1ccccc1F	-9	1%	-0.1	8	-6	-3%	-5%	-19%	0.6
20	O=C(c1cc(-c2ccccc2)on1)N1CCCCCC1	4	-2%	0.0	-17	2	15%	1%	-5%	0.8
21	Cc1cc(Br)cc2cn[nH]c12	-3	17%	1.4	-9	2	18%[57.1 µM]	4%[57.1 µM]	-11%	0.1
22	O=C1CSC(c2ccc(Cl)cc2Cl)N1c1ccccn1 (configuration not stated)	-9	10%	·	·	-2	3%	3%	-27%	-1.3
23	OCC1OC2C(NC(=S)N2c2ccccc2)C(O)C1O (configuration not stated)	·	4%	·	·	-5	-6%[11.4 µM]	5%[11.4 µM]	-14%	·
24	CC(=O)Nc1cccc(NC(=O)CSc2nc(=O)n(Cc3ccncc3)c3c2CCC3)c1	9	4%	·	·	1	4%	-2%	-21%	-0.1
25	C[C@@H]1CN([C@@H](C)CO)C(=O)c2cccc(NC(=O)c3ccncc3)c2O[C@@H]1CN(C)Cc1ccc(-c2ccccc2)cc1	·	12%	·	·	-6	-12%	2%	-26%	·
26	Cc1occc1C(=O)NCc1ccccn1	-1	-5%	1.1	-14	2	?	-12%	7%	0.1
27	Cc1cc(C)n2nc(SCCOc3ccccc3F)nc2n1	-6	0%	-0.7	8	6	17%[57.1 µM]	8%[57.1 µM]	-13%	0.4
28	COc1cc(NS(=O)(=O)c2ccc(NC(=O)c3ccc(Cl)cc3Cl)cc2)nc(OC)n1	-2	-23%	·	·	1	3%	1%	1%	0.0
29	COc1ccccc1NC(=O)C12CCC(C)(C(=O)C1)C2(C)C (configuration not stated)	2	-7%	1.3	13	-2	1%	-3%	-21%	0.8
30	Cc1ccc(-c2sc(-c3cccnc3)nc2CC(=O)O)cc1	-3	0%	-0.1	-7	2	1%[57.1 µM]	14%	-9%	0.1

# By substructure, the entries above with an NH in an aromatic ring
item	smiles	TRHR PAM	mIDH1 inhibitor	D2 ag	D2 antagonist	PI4K2A inh	TrxR1 inh	TrxR1 substrate	USP1 inh	TRHR ag
18	COc1ccc2c(Sc3ccccc3)c(C(=O)NCCN(C)C)[nH]c2c1	-3	0%	-1.7	·	-4	?	-9%	-3%	-0.7
21	Cc1cc(Br)cc2cn[nH]c12	-3	17%	1.4	-9	2	18%[57.1 µM]	4%[57.1 µM]	-11%	0.1

# (cont.)
item	smiles	TRHR PAM	mIDH1 inhibitor	D2 ag	D2 antagonist	PI4K2A inh	TrxR1 inh	TrxR1 substrate	USP1 inh	TRHR ag
31	CCN(CC)S(=O)(=O)c1ccc(N2CCCC2)c(NC(=O)c2ccccc2OC)c1	2	3%	·	·	-1	9%	1%	-19%	-1.0
32	O=C(Nc1cc(C(F)(F)F)ccc1N1CCOCC1)c1cncc(Br)c1	-1	1%	-0.1	31*	-2	15%	4%	-22%	0.2
33	CCCc1cc2c(=O)n(NC(=O)c3nn(C)cc3[N+](=O)[O-])c(C)nc2s1	20	1%	-0.1	-10	1	3%	0%	-17%	-0.2
34	CCOc1ccc(CCNC(=O)CCN2N=C(c3ccc(OC)cc3)CCC2=O)cc1OCC	-3	33%	·	·	-10	-5%[57.1 µM]	-10%[57.1 µM]	-7%	-1.3
35	O=C(NCCc1nc2ccccc2[nH]1)/C(=C/c1ccc2c(c1)OCO2)NC(=O)c1ccccc1	-13	5%	-0.1	-9	-3	-11%	-6%	-19%	0.2
36	CCOc1nc(-c2ccc(OC)cc2)ccc1-c1noc(C)n1	-2	-6%	-0.5	9	-3	?	175%[activator]	-3%	-2.1
37	CN(C)c1ccc(C(=O)Nc2cccc(S(=O)(=O)N3CCCC3)c2)cc1	16	-1%	-1.0	-16	4	24%	-1%	-15%	-0.4
38	Cc1cc(C)nc(NC(=O)c2cc3ccccc3o2)n1	4	-1%	0.1	5	0	8%	-2%	-19%	0.2
39	CSc1ncc(C(=O)Nc2cccnc2)c(C(F)(F)F)n1	3	11%	0.6	2	7	3%	3%	-25%	0.3
40	O=C(CN1CCN(C(=O)c2ccccc2)CC1)Nc1ccc(Cl)cc1F	-1	3%	1.0	10	0	19%[0.457 µM]	4%	-2%	0.5
41	CCc1ccc(OCC(=O)Nc2ccc(N3CCN(S(C)(=O)=O)CC3)cc2)cc1	-8	2%	-2.4	6	-1	25%[57.1 µM]	-6%	-11%	-0.3
42	Cc1ccc(-c2nc3ccccc3o2)cc1NC(=O)Cc1cccs1	-12	4%	0.8	7	6	-3%	-3%	-11%	1.7
43	O=C(NCc1ccccc1)c1nnc(CS(=O)(=O)c2ccccc2)o1	0	1%	1.0	26	-1	22%[57.1 µM]	10%[57.1 µM]	-10%	0.9
44	CC1=C(C#N)C(=O)N(C2CCS(=O)(=O)C2)C(=O)/C1=C\c1ccc(C)o1 (configuration not stated)	7	·	2.7	13	·	·	·	·	4.8
45	CCOc1ccc(/C=C/C(=O)Nc2ccc3nc(N(CC)CC)cc(C)c3c2)cc1OC	-5	-10%	·	·	1	5%	-5%	-20%	-0.2
46	C#CCOCCOCCOCCNc1nc(N2CCN(C(=O)[C@H](CCCCN)n3cc([C@@H](N)[C@H](C)CC)nn3)CC2)nc(N2CCN(C(=O)[C@H](CCC(=O)O)n3cc([C@@H](N)CCSC)nn3)CC2)n1	·	3%	·	·	-2	-7%	0%	-12%	·
47	CCc1ccc2[nH]c(=O)c(CN(CC3CCCO3)C(=S)NCc3ccco3)cc2c1 (configuration not stated)	6	-4%	-2.3	-2	5	17%	1%	-24%	-1.3
48	O=C(COc1coc(CN2CCN(Cc3ccccc3)CC2)cc1=O)Nc1ccccc1	-1	4%	1.1	21	-5	3%	4%	-7%	0.5
49	O=C(CSc1nnc(NC(=O)c2c(F)cccc2F)s1)Nc1ccccc1F	5	-1%	-0.2	-4	-6	-4%[57.1 µM]	-4%[57.1 µM]	-4%	-0.5
